Screening data: PubChem BioAssay, several laboratories
AP ELISA ortho – alternative pathway complement inhibition, orthogonal assay; hit rate 0.08% among 62,000; Human serum alternative complement pathway, LPS-coated ELISA, C3 deposition; tested in compound mixtures; inhibition, % at 5 µM;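 active = inhibition above 30% in each of the two pooled mixtures holding the compound, so the lower value exceeds 30%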;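 also: 0% = serum in Mg-EGTA without compound and 100% = EDTA serum blank; some compounds past the cut are filed as inactive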
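Test system: human serum alternative complement pathway, C3 deposition on LPS-coated wells; also added: Plate-bound LPS; doses: 5 µM per compound in ten-compound mixtures; schedule: 1 h at 37 °C; detection: Anti-C3 ELISA, OD 450 nm; evaluation: percent inhibition of C3 deposition onto LPS; repeats: two pool placements per compound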
tolC growth inh – growth inhibitors of E. coli BW25113 tolC mutant; hit rate 2.2% among 65,000; growth inhibition, % at 10 µM (by protocol); OD615; AID 573;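 active = growth inhibition at or above a cutoff equal to the mean over every tested compound plus 3 SD, cut at about 60% in these data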;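 also: growth measured after 20 h incubation at 37 °C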
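Test system: E. coli BW25113 ΔtolC::kan bacteria | Medium: Kanamycin-containing LB broth (50 µg/mL) | Dosing: One dose of 10 µM final | Times: 20 h incubation with compound, 37 °C | Detection: Optical density read at 615 nm | Read-out basis: Percent growth inhibition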
S1P1 ag-PAM – activates or potentiates agonism at human S1P1 receptor; activation, % at 9.5 µM; S1P1 CRE-bla cells, forskolin, beta-lactamase FRET, potentiator mode; S1P1 agonist co-added at EC20, 2 nM; 100% = saturating reference agonist, 0% = basal; hit rate 0.57% among 56,000;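 active = activation above a cutoff set at the mean activation of all tested compounds plus 3 SD, cut at about 54% in these data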;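 also: forskolin at 4 µM as EC80 and the EC20 agonist is SEW2871; 100% = SEW2871 at its EC100 plus forskolin at EC80; some compounds past the cut are filed as inactive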
5HT1a antag – 5-HT1a (human) receptor antagonism | P08908 | CHO 5-HT1a Ga15 NFAT-bla reporter, antagonist mode | inhibition, % at 10 µM | hit rate 0.68% among 62,000;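 active = inhibition above the mean of all tested compounds plus 3 SD, cut at about 43% in these data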;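 also: receptor stimulated by 5-CT agonist at 100 nM near EC80; beta-lactamase reporter measured by ratiometric fluorescence of a cleavable substrate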
5HT1E antag – antagonists of human 5-HT1E serotonin receptor | P28566 | CHO 5-HT1E Ga15 NFAT-bla reporter, FRET, antagonist | inhibition, % at 6 µM | hit rate 0.99% among 65,000;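 active = inhibition above a set limit, the mean inhibition across every tested compound plus 3 SD, cut at about 29% in these data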;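 also: signal is the 460 over 535 nm emission ratio of beta-lactamase substrate; 0% = agonist plus DMSO wells and 100% = wells without agonist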
5HT1E ag – agonists of human 5-HT1E serotonin receptor; CHO 5-HT1E Ga15 NFAT-bla reporter, FRET; 0% DMSO wells, 100% control agonist wells; activation, % at 6 µM; hit rate 0.69% among 65,000;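 active = activation above a set limit, the screen-wide mean activation plus 3 SD, cut at about 8.5% in these data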;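 also: 100% = positive control agonist at 1 µM giving full maximal response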
SF1 activator – activates the human nuclear receptor SF-1; Q13285; CHO-K1 Gal4-SF-1 LBD luciferase reporter; % increase over DMSO SF-1-specific signal; activation, % at 10 µM; hit rate 1.9% among 65,000; AID 522;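 active = activation above the mean activation of all tested compounds plus 3 SD, cut at about 50% in these data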
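material = CHO-K1 cells with Gal4–hSF-1 LBD chimera plus Gal4-driven luciferase | compound = 10 µM single point, 1% DMSO | incubation = 20 h compound exposure at 37 °C after 1 h cell settling | measured by = SteadyLite luciferase luminescence | evaluation = percent activation relative to DMSO median and mock-transfected background | control set = DMSO negative control and −SF1 background wells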
RORa activator – RORA (human) activation. CHO-K1 Gal4-RORA LBD luciferase reporter, luminescence; percent increase over mock-subtracted basal signal. P35398. activation, % at 10 µM. hit rate 1.5% among 65,000;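 active = activation above the mean of all tested compounds plus 3 SD, cut at about 49% in these data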;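 also: 0% = DMSO-treated RORA cells and 100% = added signal equal to DMSO minus mock-transfected cells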
Target sequence (P35398 whole entry, looked up, the tested form may be a part): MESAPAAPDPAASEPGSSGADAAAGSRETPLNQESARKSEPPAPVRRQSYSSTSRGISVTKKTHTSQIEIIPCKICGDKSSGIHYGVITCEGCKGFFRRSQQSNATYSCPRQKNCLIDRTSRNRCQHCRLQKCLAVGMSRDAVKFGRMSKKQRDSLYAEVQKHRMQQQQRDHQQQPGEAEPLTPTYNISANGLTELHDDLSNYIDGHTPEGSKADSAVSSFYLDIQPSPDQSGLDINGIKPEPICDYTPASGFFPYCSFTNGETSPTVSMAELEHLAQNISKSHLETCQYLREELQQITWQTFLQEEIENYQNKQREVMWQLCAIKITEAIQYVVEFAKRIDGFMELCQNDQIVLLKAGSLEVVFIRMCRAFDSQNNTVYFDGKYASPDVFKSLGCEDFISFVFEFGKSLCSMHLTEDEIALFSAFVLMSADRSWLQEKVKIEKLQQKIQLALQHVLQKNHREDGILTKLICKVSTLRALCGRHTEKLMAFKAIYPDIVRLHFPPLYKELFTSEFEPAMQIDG
S1P3 agonist – agonists of human S1P3 receptor. S1P3 NFAT-BLA reporter cells, agonism, FRET ratio; relative to 1 µM S1P, basal subtracted. AID 373. hit rate 0.1% among 60,000. activation, % at 4.5 µM. Q99500;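 active = activation above the screen-wide mean plus 3 SD, cut at about 4.5% in these data, passing the limit was not always enough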; also: some compounds called inactive have numbers as strong as hits
Target sequence (Q99500 whole entry, looked up): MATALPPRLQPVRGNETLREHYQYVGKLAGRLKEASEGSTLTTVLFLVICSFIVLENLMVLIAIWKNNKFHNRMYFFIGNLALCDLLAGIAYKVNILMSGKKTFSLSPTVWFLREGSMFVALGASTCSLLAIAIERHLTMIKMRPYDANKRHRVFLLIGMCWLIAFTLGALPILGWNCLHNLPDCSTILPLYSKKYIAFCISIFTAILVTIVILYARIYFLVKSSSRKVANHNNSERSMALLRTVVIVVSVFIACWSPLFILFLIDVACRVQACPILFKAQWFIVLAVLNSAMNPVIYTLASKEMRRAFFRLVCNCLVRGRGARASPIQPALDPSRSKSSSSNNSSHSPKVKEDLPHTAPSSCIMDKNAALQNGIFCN
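Assay system: CHO cells stably expressing human S1P3, Gα16 and NFAT-β-lactamase reporter. Timing: overnight plating, 4 h compound 37 °C, 2 h substrate RT. Signal: β-lactamase FRET emission ratio 460/535 nm. Measure: percent activation versus median 1 µM S1P response, basal-subtracted, per plate. Repeats: primary screen single test, confirmation screen in triplicate.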
* marks the source's active call; other numbers are inactive results; x = no result given.

SMILES	AP ELISA ortho	tolC growth inh	S1P1 ag-PAM	5HT1a antag	5HT1E antag	5HT1E ag	SF1 activator	RORa activator	S1P3 agonist
O=C(COc1ccccc1)Nc1ccc(S(=O)(=O)NCc2ccco2)cc1	1.9	21.6	-19.4	2.1	-7.3	0.8	-16.9	-11.9	-0.7
CCn1nnnc1SCCSc1nnnn1CC	11.2	-10.1	11.8	-10.4	-9.1	0.4	-4.6	-11.1	-0.4
CCn1c(C(=O)N2CCc3ccccc3C2)cc2sccc21	19.2	24.0	-19.3	16.1	-3.8	0.1	3.5	8.6	-0.7
CCC(=O)Nc1cc(-c2nn3c(C)nnc3s2)ccc1C	24.2	-11.6	-25.4	-2.6	7.5	-0.4	0.5	-27.5	2.3
CCS(=O)(=O)NCCc1csc(-c2cccnc2)n1	11.9	-6.2	-21.7	2.6	9.9	-0.7	37.5	36.4	-0.6
CC(C)(C)c1cnnn1-c1ccc(-c2csc(N)n2)cc1	x	-5.2	-4.5	-17.8	-3.1	0.4	12.9	18.6	-0.4
COc1ccc(Cc2nc(-c3ccc(Br)cc3)no2)cc1	11.8	37.8	17.2	17.7	19.8	0.4	8.2	0.7	-1.6
CCCc1cc2c(c(NC(C)=O)n1)c(=O)oc1ccccc12	9.4	-0.5	-23.8	-7.6	12.1	0.4	-1.0	5.0	0.4
O=C(NCc1ccc(N2CCCC2=O)cc1)c1cn(Cc2ccccc2)nn1	-27.5	10.2	5.8	7.7	0.7	-0.4	6.8	-11.6	0.9
O=C(CC1(O)C(=O)Nc2ccc(Br)cc21)c1ccc2c(c1)OCO2 (centres undefined)	x	8.9	-1.1	-2.5	4.7	-0.6	21.7	-2.8	-0.2
O=C(CN1C(=O)c2ccccc2S1(=O)=O)Nc1ccc(S(=O)(=O)N2CCCC2)cc1	12.8	0.0	-7.4	-11.8	-11.1	0.5	-14.4	-18.1	-0.3
CC1(C)Cc2nc(N3CCOCC3)c(C#N)cc2CO1	0.1	-6.1	-14.7	-1.9	-6.8	0.3	7.8	2.5	0.0
Cc1ccc(C2N(c3nccs3)C(=O)C3CCCN32)cc1 (centres undefined)	6.5	-24.2	12.5	-0.6	18.8	-0.3	11.3	-2.4	-0.8
CC(C)(C)N=C1NC(=NC(C)(C)C)c2ccccc21	4.9	57.0	3.4	6.7	12.4	-0.9	-0.3	18.5	2.7
COC(=O)C1=C(C)N(CCc2ccc(OC)cc2)C(=O)C1	7.8	-14.2	4.6	9.2	-5.1	0.9	-1.6	-6.4	-1.8
CC(CCCC(C)(C)O)NCCO (centres undefined)	15.5	-5.1	-3.8	-8.0	1.6	0.7	-6.8	-19.1	-0.8
CC(=O)C(Sc1nc(N2CCOCC2)nc(N2CCOCC2)n1)C(=O)Nc1ccccc1 (centres undefined)	-2.1	19.7	-0.3	1.7	-11.3	0.5	-2.4	-17.5	0.1
O=c1cc(N2CCCCC2)nc2n1CCCS2	x	-5.3	5.6	x	-13.7	-0.9	10.0	-0.1	-0.5
O=C(CN(C1CC1)S(=O)(=O)c1ccc(S(=O)(=O)NC2CCCCC2)cc1)Nc1ccccc1	4.2	82.9*	12.3	-3.6	2.0	2.1	-16.6	7.1	-0.7
CCC(=O)NC(c1ccccc1)c1nc2ccccc2[nH]1 (centres undefined)	3.6	-4.7	x	1.2	-8.7	-0.8	28.7	6.4	x
Cc1cc(C)cc(-n2nnc(C(=O)NCc3ccc(Cl)cc3)c2N)c1	16.1	7.8	-29.5	-61.4	6.2	-0.4	-8.1	3.9	-0.1
CC(C)CCNC(=O)CN(CCCN1CCOCC1)C(=O)Cn1nnc(-c2ccc(F)cc2)n1	-6.9	3.4	5.0	2.0	-2.7	-0.3	-6.4	-1.2	-0.2
CC(=O)NC(Cc1ccc(F)cc1)C(=O)NC1CCN(c2nnnn2-c2ccccc2)CC1 (centres undefined)	12.5	-12.5	-15.0	-7.5	4.4	-1.3	3.9	2.9	-0.6
COc1ccc2c(c1)[nH]c1c(N3CCN(Cc4ccc5c(c4)OCO5)CC3)ncnc12	7.8	47.9	x	20.2	3.6	0.1	-74.1	-72.2	x
CCCCN(CCCNC(=O)CN1C(=O)COc2ccccc21)c1ccccc1	6.0	61.2*	x	20.9	13.8	0.6	-9.1	3.3	x
COCCNC(=O)Cn1nc(C(F)(F)F)c(Cl)c1C	9.4	-2.5	-6.3	4.9	-3.4	0.0	-6.5	-15.2	-0.2
Cc1ccc(S(=O)(=O)N(C)CC(=O)Nc2ccncc2)cc1	6.7	-5.6	18.8	-10.2	-12.9	0.7	-1.5	-9.2	-1.3
CCCCc1nnc(NC(=O)C=C(C)C)s1	7.8	-4.4	-11.4	-1.9	5.8	-0.3	26.0	-12.8	-0.2
C=CCOC(=O)C(C#N)c1nc2ccccc2nc1N1CCN(Cc2ccccc2)CC1 (centres undefined)	0.4	100.0*	3.0	16.6	-0.1	-0.5	4.6	-0.5	-1.6
Cn1c(=O)c2c(SCC(=O)N3CCCc4ccccc43)nc(C3CC3)nc2n(C)c1=O	5.0	18.4	12.1	-6.4	1.3	-0.4	-4.3	-20.9	-1.6
CCCNC(=O)COC(=O)c1ccc(S(=O)(=O)N2CCCCCC2)cc1	2.9	-9.0	-2.8	-6.3	-16.0	-0.1	-9.1	-4.8	-0.8
COC(=O)/C=C(\C)NC(=O)c1cccs1	-13.1	-3.6	-36.1	10.2	-5.8	1.1	13.3	-16.8	-1.9
Cc1c(C(=O)N2CCOCC2)oc2ccc(S(=O)(=O)N3CCCC3)cc12	-2.3	2.1	x	-20.1	-2.7	0.0	-6.0	-8.2	x
CCCc1cc(C(=O)NC2CCCCC2)no1	-6.8	-7.2	3.2	11.2	11.0	0.3	54.1*	45.5	-0.5
O=C(CSc1ccc2nnc(-c3ccccn3)n2n1)Nc1ccc2c(c1)OCO2	28.6	-8.5	-5.4	-3.0	3.8	0.5	10.8	5.9	-0.2
COC(=O)c1ccc(=O)n(-c2ccc(OC)cc2)c1	3.9	-9.8	5.9	0.1	-0.6	-0.1	-16.4	-4.5	-1.1
COC(=O)c1nnn(-c2ccccc2)c1N	8.0	4.5	-7.5	9.7	3.0	-0.9	-8.4	-0.6	-1.2
O=C(Nc1ccc2c(c1)OCCO2)C1CCC1	-3.1	9.9	-20.7	-0.2	-4.2	0.0	7.3	31.8	-1.1
CNc1cccccc1=S	-26.8	-5.9	13.2	-8.2	1.0	-0.4	0.6	16.0	-0.6
Cc1n[nH]c(=O)nc1NCc1ccccc1	-10.2	3.3	-22.8	2.0	11.9	-1.3	-5.3	7.5	-1.1
O=C(CN1C(=O)c2ccccc2S1(=O)=O)N1CCN(c2ccccc2)CC1	11.8	-4.6	-7.3	-0.4	-0.2	0.3	-14.8	-4.1	-0.7
CCCCCCn1c(-c2ccco2)nc2oc3cc(OC)ccc3c(=O)c2c1=O	4.0	12.9	-34.3	7.1	-10.4	0.4	2.8	-0.8	-0.9
O=C(NCCC1=CCCCC1)c1ccc(Br)o1	13.5	33.9	3.8	3.2	10.9	-0.7	17.1	22.0	-1.3
C=CCOc1cccc(C2C(C(=O)c3ccc(C)o3)=C(O)C(=O)N2c2nccs2)c1 (centres undefined)	4.0	17.8	x	12.9	6.2	-0.3	3.1	26.7	x
COc1cc(NC(=O)c2cc3ccccc3o2)c(OC)cc1Br	23.7	5.6	-27.4	1.4	-6.3	3.5	-15.3	-12.0	-2.0
COc1ccc(CCn2c(=S)[nH]c3cc(C(=O)NCc4ccco4)ccc3c2=O)cc1OC	1.5	12.5	37.1	3.1	0.1	3.0	18.8	8.9	-1.3
CCSc1nc2c(c(=O)[nH]c(=O)n2C)n1Cc1ccc(Cl)cc1	14.4	6.3	-52.1	-6.7	2.8	1.4	-19.3	-15.0	-0.1
CN1CCCC(OC(=O)c2cc(Cl)ccc2Cl)C1 (centres undefined)	-18.6	1.3	1.6	-2.7	0.7	13.4*	-4.0	9.7	-0.9
CCn1c(C(=O)OC)cc2c1ccn2-c1ccc(F)cc1	9.3	96.4*	-29.3	31.3	-8.7	0.2	52.6*	60.1*	-1.1
COC(=O)CCc1c(C)c(C#N)c2nc3ccccc3n2c1N1CCCC1	8.4	5.5	-21.4	-3.7	21.1	0.6	0.7	-6.8	-0.7
Cc1nn(C)cc1CN(C)C(=O)c1cc2nc(-c3ccco3)cc(C(F)(F)F)n2n1	13.4	13.8	-50.3	1.5	11.5	-0.1	-21.4	-31.1	-1.0
O=C(O)c1oc2ccc(Br)cc2c1-n1cccc1	23.1	35.0	7.2	-2.3	-2.8	0.4	-13.6	10.0	0.7
O=C(NCc1cn2ccccc2n1)c1ccccc1	7.0	-0.7	4.4	9.0	-9.3	-0.2	-2.1	13.2	-1.0

Reprinted from the listing (eight entries):
SMILES	AP ELISA ortho	tolC growth inh	S1P1 ag-PAM	5HT1a antag	5HT1E antag	5HT1E ag	SF1 activator	RORa activator	S1P3 agonist
O=C(CN1C(=O)c2ccccc2S1(=O)=O)N1CCN(c2ccccc2)CC1	11.8	-4.6	-7.3	-0.4	-0.2	0.3	-14.8	-4.1	-0.7
CCCCCCn1c(-c2ccco2)nc2oc3cc(OC)ccc3c(=O)c2c1=O	4.0	12.9	-34.3	7.1	-10.4	0.4	2.8	-0.8	-0.9
O=C(NCCC1=CCCCC1)c1ccc(Br)o1	13.5	33.9	3.8	3.2	10.9	-0.7	17.1	22.0	-1.3
C=CCOc1cccc(C2C(C(=O)c3ccc(C)o3)=C(O)C(=O)N2c2nccs2)c1 (centres undefined)	4.0	17.8	x	12.9	6.2	-0.3	3.1	26.7	x
COc1cc(NC(=O)c2cc3ccccc3o2)c(OC)cc1Br	23.7	5.6	-27.4	1.4	-6.3	3.5	-15.3	-12.0	-2.0
COc1ccc(CCn2c(=S)[nH]c3cc(C(=O)NCc4ccco4)ccc3c2=O)cc1OC	1.5	12.5	37.1	3.1	0.1	3.0	18.8	8.9	-1.3
CCSc1nc2c(c(=O)[nH]c(=O)n2C)n1Cc1ccc(Cl)cc1	14.4	6.3	-52.1	-6.7	2.8	1.4	-19.3	-15.0	-0.1
CN1CCCC(OC(=O)c2cc(Cl)ccc2Cl)C1 (centres undefined)	-18.6	1.3	1.6	-2.7	0.7	13.4*	-4.0	9.7	-0.9
